# FUS suppressor – rescues growth of FUS-expressing yeast; S. cerevisiae FUS-expressing, growth rescue, OD600, 24 h; Potency, µM (series often up to 76.6 µM), without a hit: at the highest dose growth rescue (activation), usual class: activators; 390,000 compounds, 0.24% hits; AID 1347120; active means well fitted activation curve with a large enough effect; inconclusive means small, poorly fitted or top-dose-only effect; inactive means no such curve, though single readings can be large or run the other way;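 further: plate controls were DMSO vehicle for no effect and reference control for full effect; nearly all actives have a fitted effect of over 55% in size; some results filed as inactive show a strong effect at the top dose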
#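 Galactose (2%) drives FUS expression in yeast precultured in raffinose; seeding density OD 0.005. Test compounds incubated 24hr at 30C and 99% humidity before absorbance at 600 nm was measured.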
# The depositor's hits bear a star; u = inconclusive. Potency means the concentration at half of the fitted maximal effect. An excerpt; the hit share may differ from the screen's.
SMILES,FUS suppressor
FC(F)(F)Oc1ccc(Cn2ccc3ccc(-c4ccc5ccn(Cc6ccc(OC(F)(F)F)cc6)c5c4)cc32)cc1,11%
COC(=O)c1cccc(Cn2ccc3ccc(-c4ccc5ccn(C(=O)C6CCCCC6)c5c4)cc32)c1,11%
COc1ccccc1C=NNC(=O)CSc1nc2ccccc2n1Cc1ccc(Cl)cc1,u
C[C@H](O)[C@@H]1CN2CCc3c([nH]c4cccc(-c5ccccc5)c34)[C@@H]2C[C@@H]1N(C)C(=O)Nc1ccccc1,-3%
C[C@H]1C2CC(OC(=O)NCc3ccccc3)C(C2)[C@H]2CCCCN21 (stereo partly drawn),7%
C=CCN1[C@H](C#N)[C@@H](c2ccc(Br)cc2)[C@H]1CO,9%
CCN1CCCCC(NC(=O)c2ccccc2C)C1=O (stereo not drawn),-22%
CC(C)(C)c1ccc(C(=O)Nc2cc(Cl)c(Cl)cc2C(=O)O)cc1,-8%
COc1ccc(CN2CN3Cc4ccccc4C3CS2(=O)=O)cc1 (stereo not drawn),-15%
CCN(C[C@@H]1[C@@H](c2ccccc2)[C@H](CO)N1S(C)(=O)=O)C(=O)C1CCC1,-7%
Cc1nc2sc(C(=O)NCc3ccncc3)c(N)c2c(C)c1Cl,-1%
COC(=O)[C@]12C[C@H](CC(=O)NCc3cccs3)C(=O)N(CCC3=CCCCC3)C1=C[C@H](C1CCCC1)O[C@@H]2C,u
Cc1ccc(NC(=O)[C@@H]2CC(=O)O[C@@H]2c2ccccc2)c(C)c1,-6%
CCCC[C@@H](CCCc1ccc(F)cc1)CCC(=O)N(c1ccccc1)c1ccccc1,3%
O=C(NC1CCCCN(Cc2cccc(Cl)c2)C1=O)c1cccc(F)c1 (stereo not drawn),25%
Cc1cccc(NC(=O)C2CCN(c3ncccn3)CC2)c1C,-9%
COC(=O)C[C@H]1CC[C@@H]2[C@@H](COc3ccc(NC(=O)C4CCCCC4)cc3C(=O)N2C)O1,3%
CC1(C(=O)N2CCC(Oc3cccnc3)CC2)CC1,2%
CCOC(=O)CC[C@@H]1CC[C@]2(CCCN(Cc3nccs3)C2)O1,0%
COC(=O)[C@H]1C[C@]2(C(C=C(C)C)S(=O)(=O)c3ccccc3)c3ccccc3N[C@H]2N1 (stereo partly drawn),4%
CCOC(=O)[C@]12CCCCC/C=C\1N(CCc1ccc(Cl)cc1)C(=O)[C@H]2CC(=O)N1CCSCC1,45%
CCOc1ccc(-n2c(SCC(=O)Nc3ccc(Oc4ccccc4)cc3)nnc2-c2ccncc2)cc1,25%
C#CC1(O)C2C=C(OC)C(=O)C1C(c1ccccc1)C2C (stereo not drawn),-12%
CC(C)C[C@H]1COc2cccc(F)c2S(=O)(=O)N1Cc1cn(Cc2ccco2)nn1,-18%
O=C(NC1CCCCN(Cc2cccc(F)c2)C1=O)c1ccc2ccccc2c1 (stereo not drawn),37%
O=C(OCC#CCSc1nnc(-c2cccc3ccccc23)o1)c1csc2ccccc12,-5%
O=C(CSc1nnc(-c2ccncc2)n1-c1ccc(Br)cc1)c1ccccc1,33%
COc1ccc(C(C(=O)N(C)C2CCCC2)N(Cc2ccc(F)cc2)C(=O)c2csc(-c3ccccc3)n2)cc1OC (stereo not drawn),u
CCOC(=O)[C@H](Cc1ccccc1)NC(=O)[C@H]1C[C@@]2(N3CCCCC3)c3ccccc3N(C(=O)OC(C)(C)C)[C@H]2N1C(=O)OC(C)(C)C,u
COC(=O)[C@@]12CCCCC3=C1N(CCC3)C(=O)[C@H]2CC(=O)N1CCCCC1,-21%
C/C=C/C(=O)N1CCC(C(=O)NC2CCCc3ccccc32)CC1 (stereo not drawn),1%
CC1=C2NC(N)=[N+](Cc3ccccc3)CC2n2c(=O)n(-c3ccccc3)c(=O)n2C1 (stereo not drawn),-15%
COc1ccc(C2C(C(=O)Nc3ccc(F)cc3F)CCC(=O)N2c2ccc(OC)cc2)cc1 (stereo not drawn),15%
CC(C)CN(CC(C)C)C(=O)CSc1nc2cccnc2n1C,-1%
Cc1ccc(NC(=O)N2CCC(c3nc4ccc(Cl)cc4[nH]3)CC2)cc1F,5%
CN1C(=O)C[C@@](C#N)(C(=O)NCc2ccccc2)[C@H]1c1ccccc1,-20%
COC(=O)C1CN(CCc2ccccc2)CCS(=O)(=O)N1Cc1ccccc1F (stereo not drawn),28%
CC(C)CNc1ccc2c(c1)OC[C@H](CC(C)C)NS2(=O)=O,-4%
O=C(c1ccccc1)n1ccc2ccc(-c3ccc4ccn(C(=O)c5ccccc5)c4c3)cc21,-6%
CCC(NC(=O)c1cccc2c1C(=O)N(Cc1cccnc1)C2)c1ccccc1 (stereo not drawn),26%

# Four compounds picked at random from those above:
SMILES,FUS suppressor
CC(C)C[C@H]1COc2cccc(F)c2S(=O)(=O)N1Cc1cn(Cc2ccco2)nn1,-18%
CCOC(=O)[C@]12CCCCC/C=C\1N(CCc1ccc(Cl)cc1)C(=O)[C@H]2CC(=O)N1CCSCC1,45%
CC(C)CN(CC(C)C)C(=O)CSc1nc2cccnc2n1C,-1%
COC(=O)[C@@]12CCCCC3=C1N(CCC3)C(=O)[C@H]2CC(=O)N1CCCCC1,-21%

# Next section:
SMILES,FUS suppressor
O=C(CN1C(=O)C2CCCCN2C(=O)c2ccccc21)N1CCCC1 (stereo not drawn),13%
CCOC(=O)[C@@]12CN(C(=O)OC(C)(C)C)CC=C1N(Cc1ccc(OC)cc1)C(=O)[C@H]2CC(=O)NCc1ccccc1,u
O=C(CCn1nnc2ccccc21)N1CCN(c2ccccc2F)CC1,8%
Clc1ccc(-c2nnc3n2N=C(c2ccc(-c4ccccc4)cc2)CS3)c(Cl)c1,7%
CC(C)(C)OC(=O)N1CCC(N[C@@H](Cc2ccccc2)C(=O)NCC(c2ccccc2)c2ccccc2)(C(=O)NC2CCCCC2)CC1,-4%
CCOC(=O)[C@]12CCCCC/C=C\1N(CCc1ccc(Cl)cc1)C(=O)[C@H]2CC(=O)NCc1ccccc1,u
Cc1nc2ccc(S(=O)(=O)NCC(=O)NCc3ccccc3Cl)cc2s1,-6%
CC(=O)Nc1sc2c(c1-c1nc3ccccc3s1)CCN(C)C2,1%
COc1ccc(NC(=O)c2cc3c(C)nn(-c4ccccc4)c3s2)cc1,3%
O=C(c1ccccc1I)N1CCC(Oc2cccnc2)CC1,-3%
CCn1c(=O)n(CC(=O)N2CCN(C(C)=O)CC2)c(=O)c2ccccc21,-16%
Cc1ccc(-c2c(NC(=O)Nc3ccccc3)nc3ncccn23)cc1,-4%
C[C@@H](CO)N(CCc1cn(Cc2ccccc2)nn1)S(=O)(=O)c1ccccc1Br,1%
O=C(NCc1ccccc1)OC1CC2CC1[C@H]1CCCCN1C2 (stereo partly drawn),-3%
COc1ccc(-n2c(SCC(=O)Nc3ccc4cn[nH]c4c3)nnc2-c2ccccc2)cc1,-10%
CCN(C[C@H]1[C@@H](c2ccc(C3=CCCC3)cc2)[C@H](CO)N1C(=O)c1cccnc1)S(=O)(=O)c1ccccc1[N+](=O)[O-],u
COc1ccc(CN(C)C(C#Cc2ccccc2)Cc2ccccc2)c(OC)c1 (stereo not drawn),19%
COc1ccc(C(=O)CSc2nnc(-c3cccc(Cl)c3)n2Cc2ccco2)cc1,30%
CC(C)(C)c1ccc(S(=O)(=O)N2CCCC2C(=O)N2CCc3ccccc3C2)cc1 (stereo not drawn),u
CC(=O)N1CCN(S(=O)(=O)c2ccc3c(c2)oc(=O)n3C)CC1,15%
Cc1nc(CNc2ncnc3ccc(-c4ccc5c(c4)OCO5)cc23)cs1,-2%
CC1(C)CC(=O)C=C(Nc2ccccc2NC(=O)c2cc(Cl)ccc2F)C1,-5%
C=CCn1c(COc2ccc(C)cc2)nnc1SCC(=O)Nc1cc(Cl)cc(Cl)c1,8%
COC(=O)c1cccc(Cn2ccc3ccc(-c4ccc5ccn(C(=O)c6ccccc6C)c5c4)cc32)c1,-3%
COc1ccc(-c2cc(-c3nnc(SCC(=O)N4CCOCC4)n3N)[nH]n2)cc1,26%
COCCCNC(=O)C[C@@H]1C(=O)N2CCCC3=C2[C@@]1(C(=O)OC)CCCC3,-15%
COc1ccc(CCN(Cc2cccs2)S(=O)(=O)c2ccc(C)c(C)c2)cc1OC,34%
COC(=O)c1cn(-c2ccc(-c3noc4c3C(=O)N(CC(=O)N3CCOCC3)CC4)cc2)nn1,8%
O=S(=O)(c1ccc2c(c1)OCCO2)N1CCN(S(=O)(=O)c2c(F)cccc2F)CC1,-4%
Nn1c(SCc2ccc([N+](=O)[O-])cc2)nnc1-c1cc(-c2ccccc2)n[nH]1,22%
CCc1ccccc1NC(=O)c1cc(C)nn1-c1ccccc1,0%
COC1=C[C@H](C(=O)NCc2ccccn2)[C@@]2(C)Cc3ccccc3[C@H]2CC1=O,-5%
COc1ccc(CC(=O)N(Cc2ccccc2)c2ccccc2C(=O)Nc2cc(OC)ccc2OC)cc1,45%
CCCCOCCCNC(=O)C[C@H]1C[C@@]2(C(=O)OC)C(=C[C@H](C(C)C)O[C@@H]2C2CC2)N(Cc2cccc3ccccc23)C1=O,u
Cc1ccc(NC(=O)[C@@H]2CC(=O)O[C@@H]2c2ccccc2)cc1C,-4%
COc1ccc(OC)c(S(=O)(=O)N2CCCC(C(=O)N3CCN(Cc4ccccc4)CC3)C2)c1 (stereo not drawn),12%
COc1cccc(NC(=O)n2ccc3ccc(-c4ccc5cc[nH]c5c4)cc32)c1,u
CCOC(=O)CC[C@H]1CC[C@]2(CCCN(C(=O)c3ccc4ccccc4n3)C2)O1,-6%
CCCC1CCC2(CC1)CCC2OC(=O)Nc1cccc(Cl)c1 (stereo not drawn),-7%
Cc1occc1-c1nnc(SCC(=O)NCc2ccc(Cl)cc2)n1-c1ccccc1,7%

# Quoted from the listing.
# FUS suppressor result of C=CCn1c(COc2ccc(C)cc2)nnc1SCC(=O)Nc1cc(Cl)cc(Cl)c1 : 8%
# FUS suppressor result of CCc1ccccc1NC(=O)c1cc(C)nn1-c1ccccc1 : 0%

# (cont.)
SMILES,FUS suppressor
COc1ccccc1C(=O)N1CCC(Oc2cccnc2)CC1,-4%
O=C(OCc1cn(Cc2ccc(Cl)cc2)nn1)N1CCOCC1,0%
COc1ccc(-c2cc(-c3nnc(SCC(=O)Nc4nccs4)n3N)[nH]n2)cc1,17%
Nc1[nH]c(C(=O)c2ccccc2)c(-c2ccc(Br)cc2)c1C(=O)N1CCN(CCO)CC1,-7%
O=C(c1ccccc1)N1CC[C@H]2[C@H](CCCN2Cc2ccccc2)C1,-24%
O=C1C2C(CC3c4ccccc4CCN32)CN1c1ccccc1 (stereo not drawn),-5%
COC(=O)[C@]12C[C@H](CC(=O)N3CCCCC3)C(=O)N(Cc3ccco3)C1=C[C@H](COCc1ccccc1)O[C@@H]2C,31%
CCn1c(=O)n2n(c1=O)[C@@]1(C=C3CCCC[C@H]32)N=C(NC(=O)c2ccccc2)N(Cc2ccccc2)[C@H]1Cc1ccccc1,u
COc1cccc(C2c3c(ncn(-c4ccccc4)c3=N)Oc3ccc4ccccc4c32)c1 (stereo not drawn),29%
O=C(Nc1ccccc1C(F)(F)F)OCCCN1CCC2(CCC(c3ccccc3)CC2)C1=O (stereo not drawn),u
CCOC(=O)C1(Cc2ccccc2)CCN(Cc2ccc(C(F)(F)F)cc2)CC1,29%
Cc1ccc(NC(=O)[C@@H]2CCCN2S(=O)(=O)c2cccc3cccnc23)c(C)c1,13%
Cc1ccc(-n2c(SCC(=O)Nc3ccc(S(=O)(=O)Nc4cc(C)nc(C)n4)cc3)nnc2-c2ccc(C(C)(C)C)cc2)cc1,22µM*
COc1ccc(C(=O)OCCN(C)C2CN(Cc3cn(Cc4ccccc4Cl)nn3)S(=O)(=O)C2)cc1OC (stereo not drawn),18%
CC(C)CN1C(=O)[C@@]2(CC(=O)N(C)C2c2ccccc2)c2cc(-n3cc(CO)nn3)ccc21 (stereo partly drawn),8%
C=CCN1C(=O)[C@@H](CC(=O)N2CCCCC2)[C@]2(C(=O)OCC)CCCCC/C=C/12,6%
CCCC(=O)OC12CCCN(C1)/C(=C/c1cccc(OC)c1)C2 (stereo not drawn),-10%
COc1ccc(-n2c(SCC(=O)Nc3ccc4c(c3)OCO4)nc3sc4c(c3c2=O)CCCC4)cc1,9%
O=C(C1CC1)N1CCc2cc(Br)c(S(=O)(=O)NCCCN3CCCCC3)cc21,-8%
CC(=O)c1cc(-c2ccc3[nH]ccc3c2)c(=O)n2c1CCC2,15%
CCOC(=O)[C@]12CCCCC/C=C\1N(Cc1ccc(OC)cc1)C(=O)[C@H]2CC(=O)NCC12CC3CC(CC(C3)C1)C2,u
CC(=O)C1(C(=O)N2CCOCC2)CC(c2ccccc2C(F)(F)F)=NO1 (stereo not drawn),14%
Cc1ccccc1CC(=O)Nc1nnc(-c2cccnc2)s1,-4%
CCC[C@H]1[C@@H](NC(=O)c2ccc(Cl)c(C(F)(F)F)c2)CC[C@@]23CCCN2C(=O)CCC[C@@H]13,-7%
CCN(CC)C(=O)CC[C@H]1CC[C@]2(CCCN(Cc3ccc(OC)cc3)C2)O1,2%
O=C(NCc1ccccc1)OC1CCC12CCC(c1ccccc1)CC2 (stereo not drawn),12%

# Part of the list above in a different format:
smiles | FUS suppressor
O=C(NCc1ccccc1)OC1CCC12CCC(c1ccccc1)CC2 (stereo not drawn) | 12%
CCN(CC)C(=O)CC[C@H]1CC[C@]2(CCCN(Cc3ccc(OC)cc3)C2)O1 | 2%
Cc1ccccc1CC(=O)Nc1nnc(-c2cccnc2)s1 | -4%
CC(=O)C1(C(=O)N2CCOCC2)CC(c2ccccc2C(F)(F)F)=NO1 (stereo not drawn) | 14%
CCOC(=O)[C@]12CCCCC/C=C\1N(Cc1ccc(OC)cc1)C(=O)[C@H]2CC(=O)NCC12CC3CC(CC(C3)C1)C2 | u

# Assay outcomes: PubChem, National Center for Advancing Translational Sciences (NCATS)
